Screening data (PubChem BioAssay)
KDM5B inhibitor = Primary screen for KDM5B Histone Demethylases FDH-coupled qHTS. Lysine-specific demethylase 5B (Homo sapiens), Q9UGL1. KDM5B demethylase, FDH-coupled NADH fluorescence (FDH is formaldehyde dehydrogenase). Potency, µM (titrated, usually from 57.7 µM), inactives show top-dose activity change, negative = inhibition, usual class: inhibitors. 220,000 tested, 2.6% active; active = well fitted inhibition curve with a large enough effect; inconclusive = small, poorly fitted or top-dose-only effect; inactive = no such curve, though single readings can be large or run the other way; note: 0% is about no effect; nearly all actives have a fitted effect of over 70% in size
Target sequence (Q9UGL1 whole entry, looked up): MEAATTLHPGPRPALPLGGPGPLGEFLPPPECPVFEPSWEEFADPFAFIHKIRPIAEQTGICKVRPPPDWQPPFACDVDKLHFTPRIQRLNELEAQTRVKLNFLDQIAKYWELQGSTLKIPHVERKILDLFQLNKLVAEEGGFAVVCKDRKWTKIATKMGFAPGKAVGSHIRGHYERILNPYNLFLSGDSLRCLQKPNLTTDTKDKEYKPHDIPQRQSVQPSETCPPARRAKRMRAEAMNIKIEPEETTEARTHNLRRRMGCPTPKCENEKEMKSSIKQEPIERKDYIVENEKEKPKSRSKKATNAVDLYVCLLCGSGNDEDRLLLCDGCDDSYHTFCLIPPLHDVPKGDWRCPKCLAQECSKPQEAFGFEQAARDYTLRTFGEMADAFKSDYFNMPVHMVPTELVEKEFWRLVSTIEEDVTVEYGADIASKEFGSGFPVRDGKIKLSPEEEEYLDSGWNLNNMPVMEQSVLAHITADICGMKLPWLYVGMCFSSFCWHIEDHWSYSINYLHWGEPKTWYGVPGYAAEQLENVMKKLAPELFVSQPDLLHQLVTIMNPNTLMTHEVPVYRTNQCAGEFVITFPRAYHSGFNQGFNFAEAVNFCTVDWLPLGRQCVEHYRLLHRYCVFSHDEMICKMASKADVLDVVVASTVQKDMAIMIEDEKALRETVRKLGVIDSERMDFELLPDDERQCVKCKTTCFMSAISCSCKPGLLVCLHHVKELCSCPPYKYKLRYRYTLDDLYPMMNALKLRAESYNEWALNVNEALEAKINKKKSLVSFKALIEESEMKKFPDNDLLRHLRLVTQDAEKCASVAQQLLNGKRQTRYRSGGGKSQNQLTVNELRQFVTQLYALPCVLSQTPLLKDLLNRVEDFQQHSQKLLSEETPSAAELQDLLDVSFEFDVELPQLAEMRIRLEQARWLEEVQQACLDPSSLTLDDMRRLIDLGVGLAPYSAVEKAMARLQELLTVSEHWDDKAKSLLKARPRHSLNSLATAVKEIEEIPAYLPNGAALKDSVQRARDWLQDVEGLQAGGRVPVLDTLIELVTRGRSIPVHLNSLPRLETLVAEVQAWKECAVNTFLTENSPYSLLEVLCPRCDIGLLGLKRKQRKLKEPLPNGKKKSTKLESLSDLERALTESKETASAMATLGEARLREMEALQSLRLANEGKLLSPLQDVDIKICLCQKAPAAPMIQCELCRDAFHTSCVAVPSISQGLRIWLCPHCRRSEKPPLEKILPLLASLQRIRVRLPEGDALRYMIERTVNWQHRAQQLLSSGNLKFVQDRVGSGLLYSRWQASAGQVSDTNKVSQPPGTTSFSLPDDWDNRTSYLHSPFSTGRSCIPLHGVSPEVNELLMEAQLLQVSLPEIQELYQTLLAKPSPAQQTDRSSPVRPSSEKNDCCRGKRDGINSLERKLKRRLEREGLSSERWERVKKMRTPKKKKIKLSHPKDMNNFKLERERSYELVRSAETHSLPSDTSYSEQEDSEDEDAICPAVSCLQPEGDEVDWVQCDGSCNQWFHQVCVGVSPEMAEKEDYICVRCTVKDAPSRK
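Coupled FDH/NAD⁺ fluorescence readout. KDM5BΔAP 200 nM final; compound titration, 10 min RT preincubation; substrate mix 12.5 µM H3K4me3, 25 µM 2-OG, 50 µM Fe(II), 100 µM ascorbate, 0.25 mM NAD⁺, 0.25 U/mL FDH; ΔRFU over 30 min.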
* marks the source's active call; other numbers are inactive results; ? = inconclusive; & = joins results of further samples; [ ] = remark or other dose. Potency is the fitted concentration of half-maximal effect. These rows are one share of the data; rates above refer to the full screens.

SMILES | KDM5B inhibitor
Cc1ccccc1C(=O)Nc1nnc(S(=O)(=O)N(C)c2ccc(Cl)cc2)s1 | -14%
CCCCCc1ccc(-c2ccc(C3CCC(CCC)CC3)cc2)nc1 (stereo not drawn) | 22%
COc1ccc(C)cc1NC(=O)COc1cc(=O)n(C)c2ccccc12 | 2%
Cc1ccc(C(=O)N(c2ccc(C)cc2)S(=O)(=O)c2ccc(Cl)cc2)cc1 | -44%
CCOC(=O)c1ccc(NC(=O)CSc2nnc(-c3ccccc3C)n2Cc2ccco2)cc1 | 5%
c1coc(-c2nc3nccc(-c4ccc5c(c4)OCCCO5)n3n2)c1 | 28µM*
O=C(O)CCCC(=O)Nc1cccc(C(=O)N2CCCCC2)c1 | 13%
CCCOC(=O)c1[nH]c2c(c1C)C(=O)CCC2 | 10%
Cc1ccccc1N(C)C1CN(C(=O)c2ccc(C(F)(F)F)cc2)C1 | ?
Fc1ccc(-c2cnc([C@@H]3COCCN3Cc3cccnc3)[nH]2)c(F)c1 | -17%[86.2 µM]
COC(=O)c1ccc(C)c(NC(=O)c2cnccn2)c1 | 4%
Cc1nonc1OCCN1CCN(c2ccc([N+](=O)[O-])cc2)CC1 | 5%
COc1ccc(CNC(=O)N2CCC(c3noc(-c4ccccn4)n3)C2)cc1 (stereo not drawn) | -11%
COc1cccc(CN2CCOC3(CCN(Cc4ccc(F)cc4F)CC3)C2=O)c1 | 19%[86.2 µM]
Cc1ccccc1NC(=O)CSc1nc(C2CC2)n(-c2ccccc2)n1 | 7%
Cn1c(=O)c2c(ncn2CCC(=O)Nc2ccc(Cl)cc2F)n(C)c1=O | 12%
CC(C(=O)N1CCC(c2cc(Cc3ccccc3)[nH]n2)CC1)N1CCCC1=O (stereo not drawn) | 22%
COc1ccc(C(=O)COC(=O)c2ccc3c(c2)OCO3)c(OC)c1 | 3%
O=C(N/N=C/c1ccccn1)c1cccc(NC(=O)c2ccc(Cl)cc2)c1 | ?
O=C(/C=C/c1ccc(Br)cc1)N1CCN(Cc2ccccc2)CC1 | 17%
O=C(Nc1cc2cccc([N+](=O)[O-])c2oc1=O)c1ccccc1 | 13%
CN(C(=O)CN1C(=O)NC2(CCS(=O)(=O)CC2)C1=O)c1ccccc1 | 1%
O=C(Nc1ccccc1N1CCCCCC1)c1cncc(Br)c1 | 21%
O=C(Nc1ccccc1F)C1CCN(c2nc3ccccc3o2)CC1 | -3%
CC[C@H]1CN(C(=O)Nc2cccc(C(F)(F)F)c2)CC[C@H]1CC(=O)NC1CC1 | 16%[86.2 µM]
CC(C)c1ccc(NC(=O)C2CCCN2S(=O)(=O)c2cccc3nsnc23)cc1 (stereo not drawn) | 15%
COc1ccc(C(=O)N2CCN(C3CCN(C)C3=O)CC2)cc1 (stereo not drawn) | -12%
COC(=O)c1cc(Cc2ccccc2)ccc1O | ?
O=C(Nc1cccnc1)[C@@H]1C[C@@H](c2ccc(F)cc2)N([S+](=O)([O-])c2ccccc2)C1 | -8%[86.2 µM]
CN(Cc1cccnc1)C(=O)C1CCN(C(=O)N2CC3CC(C2)[C@H]2CCCC(=O)N2C3)CC1 (stereo partly drawn) | 3%
Cc1cc(=O)n2c3ccccc3nc2n1CC(=O)c1ccc2ccccc2c1 | 16%
C[S+](=O)([O-])NC1CCN(C(=O)N2CC3CC(C2)[C@H]2CCCC(=O)N2C3)CC1 (stereo partly drawn) | 8%
O=C(C[C@@H]1CCNC[C@@H]1Cc1cc(CN2CCOCC2)on1)N1CCN(c2ccc(F)cc2)CC1 | -18%
Cc1cccc(OCCN(C)C(=O)c2cc(=O)c3ccccc3o2)c1 | -6%
CC(C)/C=N/NC(=O)c1ccc[n+]([O-])c1 | 16%
COc1ccc(CNC(=O)c2c(Nc3ccccc3C)sc(C(=O)c3ccccc3)c2N)cc1 | ?
O=C(NCCc1ccc(Cl)cc1)C(=O)NCC(c1cccs1)S(=O)(=O)c1ccccc1 (stereo not drawn) | 2%
CCN1c2cc(C(=O)Nc3cc(OC)c(OC)c(OC)c3)ccc2C(=O)N2CCCC21 (stereo not drawn) | ?
CCCS(=O)(=O)N1CC(Oc2ccc(-c3noc(-c4cccnc4)n3)cc2)C1 | -11%
Cn1ncc2c(C(=O)N3CCCC3)cc(-c3ccc([S+](C)(=O)[O-])cc3)nc21 | 89µM*
O=C(CSc1nc2ccccc2c(=O)n1CCCN1CCOCC1)c1ccc2ccccc2c1 | -7%
Cc1ccc(NC(=O)c2ccc(S(=O)(=O)NCc3cccnc3)cc2)c(C)c1 | 25%
CCCCN(C)C1CCN(C(=S)Nc2ccc(OC)cc2)CC1 | 3%
COc1cccc(N2C(=O)NC(=NC3CCCCC3)C23CCN(Cc2ccc(F)cc2)CC3)c1 | 16%[115 µM]
CCc1cccc(NC(=O)CSc2ncc3c(n2)-c2ccc(Cl)cc2N(Cc2ccccc2)S3(=O)=O)c1 | -31%
CC(=O)c1ccc(NC(=O)CN(Cc2ccc3c(c2)OCO3)C2CCCC2)cc1 | -5%
CCCCCOc1c(Cl)cc(C(=O)N(Cc2ccc(C)o2)C2CCS(=O)(=O)C2)cc1Cl (stereo not drawn) | ?
CCn1cc(-c2ccc(Cl)cc2)cc1C(=O)NCCCN1CCCC1=O | 5%
COc1ccc(NC(=O)CCc2c(C)c3ccc(OC)cc3oc2=O)cc1 | ?
O=c1oc2ccc(F)cc2cc1-c1nc(-c2cccs2)no1 | 19%&-17%
CN1CCN(C(=O)C(C)(C)Oc2nn(Cc3cccc(Cl)c3)c3ccccc23)CC1 | -5%[86.2 µM]
CC(C)c1ccc(NC(=S)N2CCN(C)CC2)cc1 | 5%
CCCCNc1nc(-c2ccc(NS(C)(=O)=O)cc2)cs1 | -10%
O=C(COc1ccccc1C(=O)Nc1ccccc1)NC1CCCC1 | 8%
Cc1cc(NC(=O)c2cc(-c3ccc(F)cc3)on2)nn1Cc1ccc(Cl)cc1 | -21%
O=C(c1ccc(C(F)(F)F)cc1)N1CCN2C(=O)N(Cc3ccc(F)cc3)C[C@H]2C1 | 15%[86.2 µM]
O=C(c1ccc2c(c1)OCO2)N1CCC(n2cc(-c3nc(-c4ccccc4)no3)nn2)CC1 | ?
CCOc1ccc(CN(C)C(=O)NNC(=O)c2ccc(C)cc2)cc1OC | 19%
COCCN1CCC(N2CCN(C(=O)C3CCOCC3)CC2)C1=O (stereo not drawn) | -8%
COc1ccc(C(=O)NC2CCN(CC(=O)NCc3cccc(OC)c3)CC2)cc1 | 32%

(cont.)
SMILES | KDM5B inhibitor
CC(=O)N1C[C@@H]2CCCN3CCC[C@@H]([C@H]23)[C@H]1CCCC(=O)NCc1cc(F)cc(F)c1 | -30%
CC(Cn1cccn1)C(=O)N1CCC2(CC1)Nc1ccccc1NC2=O (stereo not drawn) | 9%
O=C(Nc1ccc(F)c(F)c1)c1cc(S(=O)(=O)NC2CCCC2)ccc1F | -26%
CC(=O)Nc1cccc(NC(=O)c2ccc3ccccc3n2)c1 | -4%
CCCn1c(=O)n(CCC(=O)Nc2c(C)cccc2C)c2ccccc21 | 6%
COC(=O)c1ccccc1NC(=O)c1cc(C)nc2c1c(C)nn2-c1ccc(C)cc1 | 26%
CC1C(=O)N2CCCc3cc(S(=O)(=O)NCc4ccccc4Cl)cc1c32 (stereo not drawn) | -8%
Cc1ccccc1CNC(=O)c1oc2c(c1C)-c1[nH]ncc1CC2 | ?
CN(CC1CCOCC1)S(=O)(=O)c1cc(F)ccc1F | -16%
Fc1ccc(-c2cnc([C@@H]3COCCN3CC3CC3)[nH]2)cc1 | -16%[86.2 µM]
N#C/C(=C/c1ccc(OCCOc2ccccc2)cc1)c1ccc(Cl)cc1Cl | -18%
O=C(C1CC(=O)N(c2n[nH]c3ccccc23)C1)N1CCN(CCc2ccncc2)CC1 (stereo not drawn) | -2%
O=C(O)C(c1c[nH]c2ccc(Cl)cc12)N1CCN(c2nsc3ccccc23)CC1 (stereo not drawn) | ?
Cc1ccccc1C(=O)NC(=O)Nc1ccc(-n2nc(C(F)(F)F)cc2C(F)(F)F)cc1 | 5%
O=C1CCN(S(=O)(=O)c2ccccc2)CCCN(C(=O)c2cccs2)CCN1 | -18%
CC1=C(C(=O)OC(C)(C)C)C(c2ccc(Cl)cc2Cl)C(C#N)=C(N)O1 (stereo not drawn) | ?
Cc1ccc(C(=O)COC(=O)C2C3CCC(C3)C2C(=O)OCC(=O)c2ccc(C)c(C)c2)cc1C (stereo not drawn) | 27%
COc1ccc(C(=O)NC[C@H]2O[C@@H](CC(=O)N3CCN(c4ccccn4)CC3)[C@H](O)[C@@H]2O)cc1 | -18%
CCN(CC)CCCNC(=O)c1cn(C)c2ccc(S(=O)(=O)N(C)C3CCCCC3)cc2c1=O | -12%
Cn1nc(-c2nncn2CC2CC2)c2c1CCN(C(=O)c1nn(C)c3ccccc13)C2 | 5%
COc1ccccc1OCC(=O)Nc1cc2c(cc1C(=O)O)OCCCO2 | -9%
COc1ccc(-c2nnc(SCC(=O)NCc3ccccc3CN3CCOCC3)n2C)cc1 | 5%
CC1CCN(C(=O)C2CCCN(c3cnn(C)c(=O)c3)C2)CC1 (stereo not drawn) | -6%
CN1CCN(C(c2cccc(Br)c2)c2sc3nc(-c4ccco4)nn3c2O)CC1 (stereo not drawn) | -21%
COc1ccc(CC(=O)N2CCc3cc(OC)c(OC)cc3C2COc2ccc(OC)cc2)cc1 (stereo not drawn) | -7%
COc1ccc(/C=N/OCc2ccc(F)cc2Cl)cc1OCc1ccccc1 | -4%
COc1cccc(CN2CCN3C(=O)N(C4CCCCC4)C[C@H]3C2)c1 | -1%[86.2 µM]
COc1ccc(N(C(=O)COc2ccc(Br)cc2)S(=O)(=O)c2ccc(C)cc2)cc1 | -19%
O=C(NCCc1cccs1)C1CCN(c2cc(C(F)(F)F)ncn2)CC1 | 2%
Cc1cc(NC(=O)CCc2ccsc2)ccc1N1CCCC1=O | -7%
COc1ccc(N2C(=O)C(CC(=O)Nc3ccc(Cl)cc3)N(Cc3ccc4c(c3)OCO4)C2=O)cc1 (stereo not drawn) | -21%
COC(=O)CSc1nc(NC#N)nc(NC(C)(C)C)n1 | -23%
COc1ccc(NC(=O)C2CCN(c3cnccn3)CC2)cc1OC | 10%
CCOC(=O)C(C)Oc1ccc2c(=O)c(-c3ccccc3)c(C(F)(F)F)oc2c1 (stereo not drawn) | -7%
O=C(CCc1ncc(-c2ccc(F)cc2F)o1)Nc1ccccc1Cl | -6%
Cc1cccc(CC(=O)N2CCC(c3n[nH]c(=O)n3-c3ccccc3)CC2)c1 | -13%
CCNc1nc2c(c(=O)[nH]c(=O)n2C)n1CCOc1ccccc1 | 0%
CC(Sc1nc2ccccc2o1)C(=O)NC(=O)NC1CCCCC1 (stereo not drawn) | 10%
CC(C)(C)N(Cc1ccccc1)C(=O)COC(=O)c1ccc2ccccc2n1 | -5%
Cc1ccc(-n2c(C3CCN(C(=O)CCc4ccccc4)CC3)n[nH]c2=O)cc1 | 7%
CC(Oc1ccc(Cl)cc1Cl)/C(N)=N/O (stereo not drawn) | 23%
CCN(CC)c1sc(S(C)(=O)=O)nc1S(=O)(=O)c1ccc(C)cc1 | -8%
COc1ccccc1CCC(=O)N1[C@@H]2CC[C@H]1CC(NC(=O)c1cnc(C)cn1)C2 (stereo partly drawn) | 1%
CCOc1ccc(NC(=O)CC(C)C)c2cccnc12 | -22%
NS(=O)(=O)c1ccc2nc(NC(=O)COc3ccccc3)sc2c1 | -1%
CC(C)c1noc(-c2cn(C3CCCN(C(=O)c4ccoc4)C3)nn2)n1 (stereo not drawn) | -4%
Cc1[nH]c2ccccc2c1C(=O)CSc1nnnn1CC(C)C | -8%
CC1(C)CC(=O)C2=C(C1)Nc1ccccc1S2 | 16%
Cc1cc(NC(=O)CN2C(=O)NC(c3ccccc3Cl)C3=C2COC3=O)ccc1Br (stereo not drawn) | 9%
O=C(NCCn1cccc1-c1nc(-c2ccccc2)no1)c1ccccc1F | -30%
CC1=C[C@@H](CNC(=O)CC(C)(C)CC(=O)O)[C@H](C(C)C)C[C@H]1Cc1nc2ccc(C)cc2[nH]1 | -25%
S=C(NCc1cccnc1)Nc1ccc(Br)cc1 | 3%
Cc1sc(NC(=O)c2ccccc2)c(C(c2ccccc2)N2CCOCC2)c1C (stereo not drawn) | 15%
N#Cc1cccc(-c2cn3c(n2)N(C(=O)c2ccco2)CCC3)c1 | 25µM*
Cc1noc2c(NCc3ccccc3)cc(-c3ccccc3)nc12 | ?
